Source: PubChem
Cav3 T inh = inhibitors of human Cav3.2 T-type calcium channel; B-score at 10 µM; O95180; AID 449739; Cav3.2-expressing cells, Fluo-4 calcium fluorescence FDSS; hits give low values; 100,000 tested, 4% active;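 active = single-dose well whose peak fluorescence ratio is a statistical outlier from its plate by either plate-standardised score or position-corrected B-score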
Target sequence (O95180 whole entry, looked up): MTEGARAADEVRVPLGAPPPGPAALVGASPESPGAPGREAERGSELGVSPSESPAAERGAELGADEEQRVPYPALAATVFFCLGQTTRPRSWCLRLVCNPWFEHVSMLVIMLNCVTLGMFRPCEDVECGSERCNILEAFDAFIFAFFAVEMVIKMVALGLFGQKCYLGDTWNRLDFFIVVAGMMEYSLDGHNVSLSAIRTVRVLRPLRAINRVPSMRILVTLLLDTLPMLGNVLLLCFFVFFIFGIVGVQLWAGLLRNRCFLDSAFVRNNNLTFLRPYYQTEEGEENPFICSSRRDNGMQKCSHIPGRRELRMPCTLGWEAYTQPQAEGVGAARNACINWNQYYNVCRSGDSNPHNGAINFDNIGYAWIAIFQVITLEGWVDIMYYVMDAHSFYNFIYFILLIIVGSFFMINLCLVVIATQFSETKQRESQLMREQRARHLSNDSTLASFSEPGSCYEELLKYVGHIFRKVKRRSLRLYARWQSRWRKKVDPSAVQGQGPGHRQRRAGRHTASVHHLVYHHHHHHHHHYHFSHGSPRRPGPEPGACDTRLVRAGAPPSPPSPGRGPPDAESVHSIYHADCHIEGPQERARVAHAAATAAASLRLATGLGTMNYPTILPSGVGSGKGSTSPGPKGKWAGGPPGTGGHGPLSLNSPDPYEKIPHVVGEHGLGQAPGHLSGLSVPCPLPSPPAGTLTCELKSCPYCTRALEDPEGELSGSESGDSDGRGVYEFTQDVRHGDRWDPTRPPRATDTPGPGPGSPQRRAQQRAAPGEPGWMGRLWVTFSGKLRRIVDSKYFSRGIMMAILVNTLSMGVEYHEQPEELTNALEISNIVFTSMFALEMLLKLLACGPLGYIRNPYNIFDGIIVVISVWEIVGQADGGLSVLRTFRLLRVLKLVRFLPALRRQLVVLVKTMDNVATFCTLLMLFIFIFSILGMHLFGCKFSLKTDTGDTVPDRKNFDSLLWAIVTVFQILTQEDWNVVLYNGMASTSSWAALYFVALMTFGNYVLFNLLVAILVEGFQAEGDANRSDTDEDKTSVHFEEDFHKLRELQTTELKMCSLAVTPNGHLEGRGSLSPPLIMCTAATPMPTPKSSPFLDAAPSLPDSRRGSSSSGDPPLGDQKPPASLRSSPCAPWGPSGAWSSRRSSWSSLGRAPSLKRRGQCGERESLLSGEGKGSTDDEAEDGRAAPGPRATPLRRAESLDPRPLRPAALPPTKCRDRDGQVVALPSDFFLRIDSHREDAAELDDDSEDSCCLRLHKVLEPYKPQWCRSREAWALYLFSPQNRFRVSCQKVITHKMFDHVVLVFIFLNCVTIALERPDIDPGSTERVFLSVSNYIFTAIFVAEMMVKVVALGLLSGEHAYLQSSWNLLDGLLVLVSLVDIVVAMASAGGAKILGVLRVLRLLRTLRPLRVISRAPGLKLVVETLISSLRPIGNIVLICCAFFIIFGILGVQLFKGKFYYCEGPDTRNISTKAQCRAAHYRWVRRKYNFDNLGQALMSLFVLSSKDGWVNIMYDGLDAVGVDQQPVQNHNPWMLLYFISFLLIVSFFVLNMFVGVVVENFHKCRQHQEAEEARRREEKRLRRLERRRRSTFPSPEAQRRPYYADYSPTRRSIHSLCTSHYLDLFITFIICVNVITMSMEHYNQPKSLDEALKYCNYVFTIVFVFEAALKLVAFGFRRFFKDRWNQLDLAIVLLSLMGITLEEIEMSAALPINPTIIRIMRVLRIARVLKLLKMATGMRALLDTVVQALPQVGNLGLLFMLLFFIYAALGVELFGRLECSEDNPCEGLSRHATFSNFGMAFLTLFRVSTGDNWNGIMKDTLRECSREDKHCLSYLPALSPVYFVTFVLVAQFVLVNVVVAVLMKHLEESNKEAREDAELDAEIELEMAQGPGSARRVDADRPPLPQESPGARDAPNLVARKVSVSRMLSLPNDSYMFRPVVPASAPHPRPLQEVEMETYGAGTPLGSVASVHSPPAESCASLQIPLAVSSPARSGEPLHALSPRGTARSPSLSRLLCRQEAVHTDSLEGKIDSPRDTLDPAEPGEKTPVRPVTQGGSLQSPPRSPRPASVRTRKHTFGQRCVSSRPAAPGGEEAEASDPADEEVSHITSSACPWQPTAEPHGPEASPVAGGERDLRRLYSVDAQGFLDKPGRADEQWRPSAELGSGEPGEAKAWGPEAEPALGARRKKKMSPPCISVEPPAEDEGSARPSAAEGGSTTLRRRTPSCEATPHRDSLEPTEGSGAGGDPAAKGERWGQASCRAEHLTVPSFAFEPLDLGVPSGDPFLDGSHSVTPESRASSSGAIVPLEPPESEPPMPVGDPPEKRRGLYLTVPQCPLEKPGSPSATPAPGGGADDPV
Starred values were filed as active, the others as inactive; & = joins results of further samples. These rows are one share of the data. The share of hits here may be higher or lower than overall.

Cav3 T inh	Compound
0.4	O=C(Nc1ccccc1)c1cc(N2CCOCC2)nc2ccccc12
1.7	OCCCNC(c1ccccc1)c1ccc(O)cc1 (stereo not given)
0.21	COc1ccc(C(=O)OCC(=O)NCc2ccco2)cc1OC
2.3	Cc1cccn2cc(CNS(=O)(=O)c3cccc(F)c3)nc12
-0.54	O=C(Nc1ccc(Cl)c(Cl)c1)N(CCCN1CCOCC1)Cc1cccs1
-0.45	CC1(C)CC2CC(C)(CN2C(=O)COC(=O)c2n[nH]c(=O)c3ccccc23)C1 (stereo not given)
0.0052	CCOC(=O)C(CC)Sc1ncnc2c1nnn2-c1ccc(F)cc1 (stereo not given)
-0.052	COc1cc(C(c2sc3nc(C)nn3c2O)N2CC(C)OC(C)C2)cc(OC)c1OC (stereo not given)
-4.1*	O=C(O)c1ccc(-n2nnnc2SCc2ccccc2F)cc1
0.15	CCCCN1C(=O)CN(CCc2ccccc2)C(=O)C1c1ccc(OC)cc1 (stereo not given)
-0.57	CC(C)c1ccc(NC(=O)c2csnn2)cc1
-0.91	CCCSc1cc(N2CCCC2)nc(-c2ccccc2)n1
1.2	CCN(CC)CCCNC(=O)Cc1c(C(=O)O)n(C)c2ccccc12
0.31	O=C(NCCc1ccccc1)c1cccs1
-0.43	COc1ccc(-c2cc(C(N)=O)nc(N3CCCCCC3)n2)cc1
1.1	CC1Cc2nc(SCC(=O)N3CCN(c4ccccc4)CC3)n(C)c(=O)c2S1 (stereo not given)
-0.0048	O=c1[nH]c(CN2CCc3ccccc32)nc2scc(-c3cccs3)c12
0.5	COc1cc(NC(=O)c2cc(C)on2)cc(OC)c1OC
1.1	COc1cccc(-n2nnnc2SCC(=O)NC2CCCC2)c1
1.3	C=COC(=O)CSc1snc(SCC(=O)OC)c1C#N
0.16	CC(C)(C)c1ccc(S(=O)(=O)NCc2ccc(C(=O)N3CCOCC3)cc2)cc1
-0.9	Cc1cccc(C)c1NC(=O)Cn1c(CN2CCCCC2)nc2ccccc2c1=O
0.72	CCOc1ccc(N(CC(=O)NC2CCCC2)S(=O)(=O)c2c(C)[nH]c(=O)[nH]c2=O)cc1
2	O=c1c2c3c(sc2nc2n1CCCC2)CCC3
0.29	CC1(C)NC(=O)N(CCOc2ccc3c(c2)CCC3)C1=O

Exported as tab-separated lines: entries from further up.
canonical_smiles	Cav3 T inh
CC1(C)CC2CC(C)(CN2C(=O)COC(=O)c2n[nH]c(=O)c3ccccc23)C1 (stereo not given)	-0.45
CCOC(=O)C(CC)Sc1ncnc2c1nnn2-c1ccc(F)cc1 (stereo not given)	0.0052
COc1cc(C(c2sc3nc(C)nn3c2O)N2CC(C)OC(C)C2)cc(OC)c1OC (stereo not given)	-0.052
O=C(O)c1ccc(-n2nnnc2SCc2ccccc2F)cc1	-4.1*
CCCCN1C(=O)CN(CCc2ccccc2)C(=O)C1c1ccc(OC)cc1 (stereo not given)	0.15
CC(C)c1ccc(NC(=O)c2csnn2)cc1	-0.57
CCCSc1cc(N2CCCC2)nc(-c2ccccc2)n1	-0.91
CCN(CC)CCCNC(=O)Cc1c(C(=O)O)n(C)c2ccccc12	1.2
O=C(NCCc1ccccc1)c1cccs1	0.31
COc1ccc(-c2cc(C(N)=O)nc(N3CCCCCC3)n2)cc1	-0.43
CC1Cc2nc(SCC(=O)N3CCN(c4ccccc4)CC3)n(C)c(=O)c2S1 (stereo not given)	1.1
O=c1[nH]c(CN2CCc3ccccc32)nc2scc(-c3cccs3)c12	-0.0048
COc1cc(NC(=O)c2cc(C)on2)cc(OC)c1OC	0.5
COc1cccc(-n2nnnc2SCC(=O)NC2CCCC2)c1	1.1
C=COC(=O)CSc1snc(SCC(=O)OC)c1C#N	1.3
CC(C)(C)c1ccc(S(=O)(=O)NCc2ccc(C(=O)N3CCOCC3)cc2)cc1	0.16
Cc1cccc(C)c1NC(=O)Cn1c(CN2CCCCC2)nc2ccccc2c1=O	-0.9
CCOc1ccc(N(CC(=O)NC2CCCC2)S(=O)(=O)c2c(C)[nH]c(=O)[nH]c2=O)cc1	0.72
O=c1c2c3c(sc2nc2n1CCCC2)CCC3	2
CC1(C)NC(=O)N(CCOc2ccc3c(c2)CCC3)C1=O	0.29

Other structures follow:
Cav3 T inh	Compound
-0.46	COc1ccc(C(=O)Nc2cccc(-c3cnc4ccccc4n3)c2)cc1
-8.7*	COc1ccc(OC)c(NC(=O)C2CCN(Cc3cnn(-c4ccccc4)c3-n3cccc3)CC2)c1
-3.3*	COc1ccc(N(CC(=O)Nc2cccc(C(F)(F)F)c2)S(C)(=O)=O)cc1
0.079	CC(C)NC(=O)c1cc(=O)n(C)c(=O)n1C
0.14	COc1cccc2c(=O)n(CC(=O)N3CCCCCC3)ccc12
0.025	O=C(COc1ccc(S(=O)(=O)N2CCCCC2)cc1)NC1CCCCC1
0.77	CCNC(=O)c1cc(Br)ccc1Cl
-0.28	Cc1ccccc1CN1CCN(CC(=O)NCc2ccccn2)C1=O
-0.016	CCN1C(=O)N(CN2CCOCC2)C2C1N(CN1CCOCC1)C(=O)N2CC (stereo not given)
-1.6	COc1cc(Br)cc(CN2CCN(C/C=C/c3ccccc3)CC2)c1O
1.1	CC(C)(C)NC(=O)CCN1CCOCC1
-0.076	COC1(OC)C(=N/O)/C(=N\O)CCC1O (stereo not given)
-0.098	N#CCCN(Cc1cccnc1)C(=O)Nc1cccc(Cl)c1
0.28	C/C(=N\NC(=S)Nc1ccc(F)cc1)C1CC1
0.31	COCCNC(=O)C(c1cccs1)N(C(=O)Cn1nnc2ccccc21)c1ccc2c(c1)OCO2 (stereo not given)
-0.75	COC(=O)c1cc(NC(=O)Cc2coc3cc(OC)ccc23)cc(C(=O)OC)c1
0.46	COC(=O)CN(c1cccc(OC)c1)S(C)(=O)=O
-0.45	O=C(CCCCCn1c(SCC(=O)c2ccccc2)nc2ccccc2c1=O)NCc1ccco1
-0.0013	COCCNC(=O)CNS(=O)(=O)c1ccc2nc(C)sc2c1
-0.046	CCc1c(C)nc2ncnn2c1NCCc1ccc(OC)cc1
0.23	O=C(c1cccs1)N1CCN(CCc2ccccc2)CC1
-0.68	Cc1cnc(NC(=O)C2COc3ccccc3O2)s1 (stereo not given)
0.14	COC(=O)Nc1ccc(=O)n(Cc2c(Cl)cccc2Cl)c1
0.73	COc1ccccc1N(CC(O)CN1C(=O)NC(C)(C)C1=O)S(=O)(=O)c1ccc(C)cc1 (stereo not given)
-0.67	CCC(C)NC(=O)C1CCCN(c2nc(C)cc(OC)n2)C1 (stereo not given)

2 entries drawn at random from the list so far:
Cav3 T inh	Compound
-0.098	N#CCCN(Cc1cccnc1)C(=O)Nc1cccc(Cl)c1
0.079	CC(C)NC(=O)c1cc(=O)n(C)c(=O)n1C

(cont.)
Cav3 T inh	Compound
-2.4	COc1ccc(/C=C2\C(=O)N(Cc3ccc(F)cc3)CC(=O)N2Cc2ccccc2)cc1
-0.53	O=C(Oc1ccc2ccccc2c1Cl)N1CCCC1
-0.43	O=C(COc1cccc(Cl)c1)Nc1nc(-c2ccc(S(=O)(=O)N3CCOCC3)cc2)cs1
-1	Cc1ccc(C(=O)Nc2cccc(C(F)(F)F)c2)cc1NC(=O)c1cnnc2ccccc12
0.2	COc1cccc(-c2cn3nc4c(nc3n2)CCCC4)c1
0.26	N#Cc1cccc(NC(=O)c2ccccc2C(=O)O)c1
-0.049	CCSc1nnc2c(n1)[nH]c1c(C)cccc12
-0.55	CC(=O)C1=C(C)NC(=O)NC1c1cccs1 (stereo not given)
0.8	CCn1nc(C(=O)OCC(=O)NCCN2C(=O)CSC2=O)c2ccccc2c1=O
0.44	Cc1ccc(CSc2nnc(-c3ccccn3)n2C)cc1
0.14	CCNC(=O)CN(Cc1ccccc1)S(=O)(=O)c1ccccc1
-0.0013	NC(=O)c1ccc(-n2nnnc2Oc2ccccc2C(=O)N2CCOCC2)cc1
-0.35	CCOc1ccc(NC(=O)COC(=O)Cc2ccc(S(=O)(=O)N3CCOCC3)s2)cc1
-0.45	CCC(=O)/C=C1/Sc2ccc(OC)cc2N1CC
-0.58	O=c1oc2ccccc2c(O)c1C=NCc1ccccn1
0.38	Cc1ccc(CNC(=O)C(C)OC(=O)c2ccco2)cc1 (stereo not given)
-0.78	Cc1ccc(S(=O)(=O)c2c(N)n(NC(=O)C3CC3)c3nc4ccccc4nc23)cc1
3.1*	CCCCn1c(-c2ccncc2)nc2c1c(=O)[nH]c(=O)n2CC(C)C
-0.19	CCOc1ccc(NC2=NCC(=O)N2CCc2ccccc2)cc1
-0.084	CCOC(=O)/C=C1\SCC(=O)N1CC(=O)c1ccc[nH]1
0.27	Cc1cc(OCC(=O)Nc2cc(-c3nn4c(C)nnc4s3)ccc2C)ccc1Cl
-0.71	CCOC(=O)Cn1c(=N)n(Cc2ccccc2)c2ccccc21
0.0025	O=C1CCCN1CCCNc1ncnc2c1cnn2-c1ccc(Cl)cc1
1.5	COc1ccc(-c2noc(CCCC(=O)NCc3ccco3)n2)cc1OC
-5.4*	CNc1nc(NCCOC23CC4CC(CC(C4)C2)C3)nc(OCC(F)(F)F)n1
0.061	O=C(Cn1cc2c(n1)CCCCC2)NCc1ccccn1
0.65	CCC(CC)C(=O)Nc1ccccc1-n1cccc1
-0.54&0.15	O=C(O)CC(=O)NC12CC3CC(CC(C3)C1)C2
0.31	COc1ccc(OCc2ccc(C(=O)O)cc2)cc1
1.1	O=C1CCN(S(=O)(=O)c2ccccc2)C2CCCCC12 (stereo not given)
-3.9	Cc1ccc(C(=O)c2c(C)oc3c2C(=O)C(=O)c2ccccc2-3)cc1
-0.2	O=C(NCc1cccs1)c1cc(-c2ccccc2)nn1CC1CC(c2cccc([N+](=O)[O-])c2)=NO1 (stereo not given)
3.1	Cc1cccc(C(=O)N2CCC(n3nnc4cc(F)ccc43)CC2)c1
0.63	O=C(C1CCN(S(=O)(=O)c2cccc3cccnc23)CC1)N1CCCC1
0.25	CCOc1ccc(S(=O)(=O)NCCOC)cc1C
0.59	CCCCCn1c(=O)[nH]c2cc(C(=O)NCCN(CC)CC)ccc2c1=O
0.032	CCCCCCN=C(C)C1=C(O)C(C(=O)OC)C(C)(C)CC1=O (stereo not given)
-0.13	O=C(Nc1ccc2c(c1)OCCO2)c1ccc(Br)c(S(=O)(=O)N2CCOCC2)c1
-1	O=C1c2ccccc2C(O)(c2ncc[nH]2)N1C1CCCCC1 (stereo not given)
-0.27	O=C(O)Cc1sc(-c2ccc(Cl)cc2)nc1-c1ccccc1
-2	COCCn1nnnc1C(c1cc2ccc(C)cc2[nH]c1=O)N(Cc1ccco1)Cc1cccs1 (stereo not given)
1.2	c1ccc(CNc2ncnc3sc4c(c23)CCC4)nc1
0.67	COc1ccc(C(=S)N2CCCC2)cc1OC
-0.081	Cn1c(CO)nc2cc(N)ccc21
-0.59	Cc1ccc(CN2CCN(/N=C/c3cc(Br)ccc3O)CC2)cc1
-0.022	Cc1ccc(C)c(-n2c(-c3csc(C)c3)n[nH]c2=S)c1
-0.32	Cc1onc(-c2c(F)cccc2Cl)c1C(=O)Nc1nc2c(s1)CCCC2
0.82	O=C(Nc1ccc(-c2cn3ccsc3n2)cc1)c1ccc(F)c(S(=O)(=O)N2CCOCC2)c1
-1	CCOc1ccc(-c2nnc3n2N=C(c2ccc(OC)cc2)CS3)cc1
-7.6*	COc1ccc(CNC(=O)C(c2ccc(C)o2)N(Cc2cccs2)C(=O)Cc2cccs2)cc1 (stereo not given)

The list goes on.
Cav3 T inh	Compound
-1.4	Nc1c(C(=O)NCCc2ccccc2)nnn1Cc1ccccc1
-4.8	Cc1ccc(NC(=O)C(C)Sc2nnc(-c3cccnc3)n2-c2ccccc2)cc1 (stereo not given)
2.6	CCC1=Nc2ccccc2-c2nnc(SC)nc2O1
-1.2	CCCn1c(SCC(=O)N2c3ccc(F)cc3CCC2C)nnc1-c1ccccn1 (stereo not given)
-1.6	CSc1ccccc1NC(=O)c1cc(C2CC2)on1
-1.5	O=C(Nc1ccc2c(c1)OC1(CCCC1)O2)C1CC1
0.38	Cc1cc(=O)oc(C)c1C(=O)NCc1ccccc1
2.1	C=C1CCN([C@@H](CC(C)C)C(=O)N2CCOCC2)S(=O)(=O)c2ccccc21
0.73	COc1ccccc1NC(=O)c1sc2ncn(Cc3ccc(C)cc3)c(=O)c2c1C
-0.47	O=C(CCC(=O)c1ccc(F)cc1)Nc1cc(Cl)cc(Cl)c1
-0.06	CCOC(=O)N1CCC(NC(=O)c2cc3c(-c4cccc(OC)c4)nn(C)c3s2)CC1
0.34	O=C(Nc1cccnc1)C1CCN(S(=O)(=O)c2cccc3nonc23)CC1
-0.54	CCC(=O)N(CC)C1=C(O)c2ccccc2C(=O)C1=O
-0.032	Cc1nc2ccc(F)cc2cc1C(=O)NCC1CCCO1 (stereo not given)
0.026	COc1cc(=O)[nH]c(=O)n1C(=O)Cc1ccccc1
0.13	Cc1cc(Nc2nnnn2-c2ccccc2)n(-c2ccccc2)n1
-0.44	CC(C)(C)c1cc(C(=O)N2CCc3ccccc32)ccn1
-0.63	CCCS(=O)(=O)N1CCc2cc(OC)c(OC)cc2C1
2	CN(C)CCCNc1oc(-c2ccccc2)nc1C#N
-0.0018	CCOC(=O)C(=CNCC(=O)O)C(=O)OCC
0.76	COc1cc(NC(=O)CN2c3ccccc3CC2C)cc(OC)c1OC (stereo not given)
-3.7	Cn1c(=O)c2c(nc(N3CCc4ccccc4C3)n2Cc2ccccc2F)n(C)c1=O
-0.8	COC(=O)C1=C(COc2ccccc2)NC(=O)NC1c1ccc(Br)cc1 (stereo not given)
0.81	CC(NC(=S)NCCc1ccccc1)C(c1cccs1)N1CCN(C)CC1 (stereo not given)
0.079	O=C(NCc1ccccc1)c1ccc(Cn2cc(C(F)(F)F)ccc2=O)cc1
0.36	Cc1ccc(N=c2c([N+](=O)[O-])nn(-c3ccccc3)n2O)c(C)c1
-0.032	CN1CCN(c2nc(N3CCN(c4ccccc4)CC3)ncc2F)CC1
1.3	O=C(CSc1nnc(C2CC2)n1Cc1ccccc1)c1ccc(S(=O)(=O)N2CCOCC2)cc1
1.9	COC(=O)C1NC(=O)N2C(C(=O)OC)C(C)(C)S[C@H]12 (stereo not given in full)
0.7	CCCOc1ccc(-c2nnc(-c3ccco3)o2)cc1
0.01	C=C1N(CCCCCC(=O)O)C(=O)OC12CCCCC2
0.099	Cc1cc(C)n2nc3ccccc3c2n1
-1.4	O=C1c2ccccc2C(=O)N1CCCCCc1nc(-c2ccccc2)no1
-1.8	CCOC(=O)C1=C(C)NC(C)=C(C(=O)OCC)C1/C=C/c1ccccc1
-0.009	CCN(CC)S(=O)(=O)N1CCC(C(=O)NCC2COc3ccccc3O2)CC1 (stereo not given)
